CHT PAM – human CHT allosteric activation; B-score at 10 µM; CHT-expressing cells, membrane potential dye, choline EC20; stronger effect = higher value; LV-AA mutant CHT in HEK293 cells; hit rate 0.49% among 310,000; Q9GZV3; AID 488977;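 active means initial fluorescence not abnormally high and integrated response B-score, plate-corrected, over 3 SD above library mean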
Target sequence (Q9GZV3 whole entry, looked up): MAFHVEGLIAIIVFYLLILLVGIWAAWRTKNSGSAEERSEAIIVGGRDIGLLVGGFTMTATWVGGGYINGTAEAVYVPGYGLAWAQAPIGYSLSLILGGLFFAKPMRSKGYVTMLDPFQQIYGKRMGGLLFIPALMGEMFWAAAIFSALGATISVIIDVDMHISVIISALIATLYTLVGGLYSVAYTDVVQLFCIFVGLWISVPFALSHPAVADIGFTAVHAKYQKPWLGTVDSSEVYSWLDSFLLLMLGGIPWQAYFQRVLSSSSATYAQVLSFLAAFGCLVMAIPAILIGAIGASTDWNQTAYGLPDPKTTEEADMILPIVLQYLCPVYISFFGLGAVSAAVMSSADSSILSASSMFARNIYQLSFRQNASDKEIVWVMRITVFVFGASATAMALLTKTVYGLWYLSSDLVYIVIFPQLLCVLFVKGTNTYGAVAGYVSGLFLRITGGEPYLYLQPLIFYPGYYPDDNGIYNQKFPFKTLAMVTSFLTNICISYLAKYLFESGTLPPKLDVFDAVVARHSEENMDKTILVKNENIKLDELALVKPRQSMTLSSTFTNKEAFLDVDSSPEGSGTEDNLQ
CHT block – human CHT choline transport inhibition; CHT-expressing cells, membrane potential dye, choline response; stronger effect = lower value; hit rate 0.86% among 310,000; Q9GZV3; B-score at 10 µM;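 active means B-score over 3 SD under the library average, and starting fluorescence ratio not unusually high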;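 further: choline stimulus applied at its EC90 after an EC20 pre-addition; B-score computed on integrated fluorescence ratio after choline addition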
STK33 kinase inh – human STK33 kinase inhibition. Q9BYT3. purified STK33, MBP phosphorylation, ADP-Glo luminescence. inhibition, % at 10 µM. hit rate 0.073% among 320,000. AID 2661;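 active means inhibition at or above 25%, using the most active replicate where run in duplicate; inactive means inhibition below 25%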
Target sequence (Q9BYT3 whole entry, looked up): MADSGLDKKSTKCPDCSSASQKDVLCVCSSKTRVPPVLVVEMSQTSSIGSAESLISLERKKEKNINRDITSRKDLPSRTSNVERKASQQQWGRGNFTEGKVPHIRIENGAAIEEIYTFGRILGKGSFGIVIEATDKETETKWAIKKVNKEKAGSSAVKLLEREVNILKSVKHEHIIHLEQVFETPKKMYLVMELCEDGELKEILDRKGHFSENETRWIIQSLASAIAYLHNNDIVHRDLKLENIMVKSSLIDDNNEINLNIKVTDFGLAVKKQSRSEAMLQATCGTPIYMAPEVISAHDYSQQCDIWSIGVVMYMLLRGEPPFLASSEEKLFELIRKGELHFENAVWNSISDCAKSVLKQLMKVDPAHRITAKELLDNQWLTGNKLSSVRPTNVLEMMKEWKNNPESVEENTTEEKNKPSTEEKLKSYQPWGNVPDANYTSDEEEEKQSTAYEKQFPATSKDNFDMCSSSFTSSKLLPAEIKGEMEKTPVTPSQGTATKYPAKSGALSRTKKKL
* marks the source's active call; other numbers are inactive results; i = inactive; . = not tested or not shown.

SMILES | STK33 kinase inh | CHT PAM | CHT block
CN(C(=O)COc1nnc(-c2cccs2)c(-c2cccs2)n1)c1ccccc1 | -0.4 | i | i
CC(=O)Cc1nsc(NC(=O)c2ccc(Br)o2)n1 | -2.0 | i | i
COc1ccc(CNC(=O)C2CCCN(S(=O)(=O)c3cc(C)ccc3OC)C2)cc1 (stereo not given) | -1.8 | i | i
NC1=NC(=O)/C(=C\c2cccnc2)S1 | 1.9 | i | i
S=C(Nc1ccc(Nc2ccccc2)cc1)NC1CCCCCC1 | -2.1 | i | i
COc1ccc(CCNC(=O)CSc2nnc(CNC(=O)c3cccs3)o2)cc1OC | -0.5 | i | i
CCN(C(C)=O)N(CC)c1nc(Cl)nc(NC(C)C)n1 | -1.7 | i | i
O=C(Nc1cccc(F)c1)N1CCCCCC1 | -0.4 | i | i
CN1CCN(C(=S)c2ccc(-c3cccc([N+](=O)[O-])c3)o2)CC1 | -1.3 | i | i
Cc1cccc(NC(=O)C2CCCN(c3cnccn3)C2)c1 (stereo not given) | . | i | i
C/C(=N\NC(=S)NCc1ccccc1)c1ccc(C(C)(C)C)cc1 | -0.8 | i | i
COc1ccc(NC(=O)Nc2ccc3c(c2)N(C)C(=O)CS3)cc1Cl | 1.0 | i | i
CCN(CC)c1ccc(/C=N/NC(=O)OC)c(O)c1 | -1.6 | i | i
O=C(Nc1ccccc1N1CCCC1)C1CCN(S(=O)(=O)c2ccccc2)CC1 | -1.5 | i | i
O=C(c1ccco1)N1CCN(C(=O)c2snc3ccc(Cl)cc23)CC1 | 1.1 | i | i
CCOC(=O)C1CCN(C(=O)c2ccc(OCC)c(OCC)c2)CC1 | -0.8 | i | i
CCC(C)NCCCOc1cc(Cl)ccc1Cl (stereo not given) | 0.2 | i | i
COc1ccc(C(=O)C2CCCN(C3Cc4ccccc4C3)C2)c(OC)c1 (stereo not given) | -0.5 | i | i
NC(=O)c1nsc(C(=O)N(Cc2cccnc2)C(C(=O)NCc2ccc(F)cc2)c2ccc(F)cc2)c1N (stereo not given) | 0.0 | i | i
O=C(CCCn1c(SCc2cc(=O)n3ccccc3n2)nc2ccccc2c1=O)NCC1CCCO1 (stereo not given) | -1.3 | i | i
Cc1cc(C(=O)N/N=C/c2cccnc2)n[nH]1 | 1.9 | i | i
O=C(c1ccccc1)N1CCN(C(=O)c2nn3c(C(F)(F)F)cc(-c4ccco4)nc3c2Br)CC1 | 2.0 | i | i
CCN1CCN(c2cc(N3CCN(C(=O)c4ccco4)CC3)c3c4c(onc24)-c2ccccc2C3=O)CC1 | 2.4 | i | i
C/C(=N\NC(=O)c1cc2c(s1)CCC(C)C2)c1ccncc1 (stereo not given) | . | i | i
Nc1nonc1-n1nnc(C(=O)N/N=C/c2ccncc2)c1-c1ccccc1 | -1.7 | i | i
Cc1cc(NC(=O)C2C3C(=O)N(CC4CCCO4)C(C(=O)NC(C)(C)C)C34C=CC2(C)O4)no1 (stereo not given) | -0.2 | i | i
CC12CCC(=O)N1C(C(=O)Nc1cccc3ccccc13)CS2 (stereo not given) | -0.8 | i | i
CCOC(=O)C1C(=O)CC(C)(O)C(C(=O)OCC)C1c1ccc(N(CC)CC)cc1 (stereo not given) | -2.6 | i | i
COc1ccccc1-n1cnc2cc(NCc3cccs3)ccc21 | -0.6 | 6.97* | i
OC[C@@H]1CCCN1Cc1nc(-c2cccs2)no1 | 22.4 | i | i

Continuation:
SMILES | STK33 kinase inh | CHT PAM | CHT block
O=C(Nc1ncn[nH]1)c1ccccc1O | 0.4 | i | i
O=C(CSCC(=O)c1ccccc1)Nc1ccccc1Cl | -1.9 | i | i
CC(C)CN(C(=O)COC(=O)C12CC3CC(CC(Cl)(C3)C1)C2)c1c(N)n(Cc2ccccc2)c(=O)[nH]c1=O | -1.7 | i | i
COc1ccc(C(=O)N/N=C/c2sc3ccccc3c2O)cc1 | 0.9 | i | i
COc1ccc(S(=O)(=O)N2CCOc3ccccc32)cc1 | -1.8 | i | i
COC(=O)c1cc2occc2n1CC(=O)Nc1ccc(OC)c(OC)c1OC | 0.4 | i | i
CCc1cc(=O)oc2cc(C)cc(OCC(=O)N3CCC(C(=O)NC(C)C)(c4ccccc4)CC3)c12 | 1.3 | i | i
CCOc1ccc(NS(=O)(=O)c2ccc(NC(=S)NC(=O)CC(C)C)cc2)cc1 | 0.5 | i | i
COc1ccc(NC(=S)NCc2ccc3c(c2)OCO3)cc1 | -0.6 | i | i
O=C(CSc1nnc(NC(=O)C2CCC2)s1)Nc1ccccc1Br | -0.8 | i | i
CCOC(=O)c1c[nH]c2c(Cl)c(Cl)ccc2c1=O | 0.4 | i | i
O=C(NCCCc1ccncc1)C1CCC(=O)N(Cc2cccc(F)c2)C1 (stereo not given) | 0.1 | i | i
CCOc1ccc(N=Cc2c(C)[nH]n(-c3nc4ccccc4[nH]3)c2=O)cc1 | 1.1 | i | i
COc1ccc(N2CCN(C(=O)COc3cccc4ccccc34)CC2)cc1 | -1.2 | i | i
CC(=O)c1ccc(OCc2ccccc2)c(C)c1O | -1.5 | i | i
O=C(NCc1ccccc1)c1ccccc1-c1nc2ccccc2[nH]1 | -0.8 | i | i
CC(=O)Nc1ccc(Nc2c([N+](=O)[O-])cc(S(C)(=O)=O)cc2[N+](=O)[O-])cc1 | -1.6 | i | i
Cc1c(Cl)cccc1NC(=O)c1ccc(OCC(=O)NCc2ccccc2)cc1 | -0.8 | i | i
COC(=O)CNC(=O)CSc1nc2sc(-c3ccccc3)cc2c(=O)n1-c1ccccc1 | -0.8 | i | i
CC1=Nc2cc(C(=O)NCCN3CCOCC3)ccc2Sc2c(C)ccc(C)c21 | -1.4 | i | i
COc1ccc(-c2csc(NC(=O)C(CC(=O)O)N3CCOCC3)n2)cc1 (stereo not given) | 3.8 | i | i
COc1ccc(N2CCN(C(=O)COc3ccccc3)CC2)cc1 | 1.3 | i | i
N#Cc1nc(COc2ccc(-c3ccccc3)cc2)oc1NCc1cccnc1 | -0.2 | i | i
O=C(NCCCn1ccnc1)c1nc(Cn2cc([N+](=O)[O-])cn2)no1 | -0.7 | i | i
CCN(CC)CCOC(=O)c1ccc(N/C=C(/C#N)c2nc(-c3ccc4c(c3)OCO4)cs2)cc1 | 2.1 | i | i
Cc1ccc(NC(=S)NCCc2ccc(F)cc2)c(C)c1 | -0.1 | i | i
Cc1ccc(N2C(=O)CSC2=S)cc1C | 0.4 | i | i
O=C(NCC1CCCCC1)C1(CC2CC(c3ccc(Cl)cc3)=NO2)CCNCC1 (stereo not given) | 1.0 | i | i
O=C(NC1CCCCC1)C(c1ccccc1)N1CCCC1 (stereo not given) | -1.0 | i | i
O=C(O)CC(CC(=O)N1CCN(C(=O)c2ccco2)CC1)c1ccccc1 (stereo not given) | -1.1 | i | i

Part of the list above in order of formula weight, largest number first.
SMILES | STK33 kinase inh | CHT PAM | CHT block
COc1ccc(CCNC(=O)CSc2nnc(CNC(=O)c3cccs3)o2)cc1OC | -0.5 | i | i
O=C(NCc1ccccc1)c1ccccc1-c1nc2ccccc2[nH]1 | -0.8 | i | i
O=C(CSCC(=O)c1ccccc1)Nc1ccccc1Cl | -1.9 | i | i
COc1ccc(S(=O)(=O)N2CCOc3ccccc32)cc1 | -1.8 | i | i
Cc1ccc(NC(=S)NCCc2ccc(F)cc2)c(C)c1 | -0.1 | i | i
CCOC(=O)c1c[nH]c2c(Cl)c(Cl)ccc2c1=O | 0.4 | i | i

The results go on:
SMILES | STK33 kinase inh | CHT PAM | CHT block
N#CC1=C(N)Oc2cc(O)ccc2C1c1ccccc1 (stereo not given) | 0.1 | i | i
CCN(CC)S(=O)(=O)c1cc(NC(=O)CN2CCN(c3ccccn3)CC2)ccc1C | -0.9 | i | i
COc1ccc(N2CCN(S(=O)(=O)c3ccc4c(c3)CCCC4)CC2)c([N+](=O)[O-])c1 | -0.7 | i | i
COc1ccc(C(=O)c2sc3nc(C)cc(-c4cccs4)c3c2N)cc1OC | -3.0 | i | i
CC(C)OCP(=O)(c1ccccc1)c1ccccc1 | 0.1 | i | i
Cc1cc(C)c(NC(=O)CC(C)(C)C)c(Cl)c1 | -3.6 | i | i
CC(C)NC(=O)c1ccc(-n2c(=S)[nH]c3ccccc3c2=O)cc1 | -0.3 | i | i
Cc1ccc(S(=O)(=O)N2CCC(C(=O)NC3CCCC3)CC2)cc1Cl | -1.0 | i | i
COc1ccccc1C(=O)N/C(=C\c1cn(C)c2ccccc12)C(=O)NCCCn1ccnc1 | 0.6 | i | i
CCCCN1C(=O)C2C3C=CC(C2C1=O)C1C2C(=O)N(CCCC)C(=O)C2C31 (stereo not given) | -0.8 | i | i
Cc1ccccc1C(=O)NC(CC(C)C)C(=O)NN1C(=O)c2ccccc2C1=O (stereo not given) | -0.8 | i | i
O=C(c1ccc2nc(N3CCCCC3)sc2c1)N1CCN(c2ccccn2)CC1 | -0.4 | i | i
Cc1ccc(/C=N/c2sc3c(c2C#N)CCC3)o1 | 1.7 | i | i
CCc1ccc(NC(=O)N2CCCCCC2)cc1 | -0.2 | i | i
Cc1ccc(NC(=O)C2CC(=O)N(c3ccc4c(c3)OCCO4)C2)nc1 (stereo not given) | -1.3 | i | i
CCCc1cc(=O)[nH]c2nnc(SCC(=O)Nc3cccc(NC(C)=O)c3)n12 | . | i | i
COC(=O)C(NC(C)=O)(Nc1nc2ccc(S(C)(=O)=O)cc2s1)C(F)(F)F (stereo not given) | -1.8 | i | i
COc1cc(CC(=O)Nc2nccs2)cc(OC)c1OC | 0.3 | i | i
CCOC(=O)c1c(C)[nH]c(C(=O)CSc2nccc(C)n2)c1C | . | i | i
Cc1ccc(CNC(=O)C2CCC(=O)N(Cc3ccc(Cl)cc3)C2)cc1F (stereo not given) | -0.3 | i | i
CC(=O)c1ccc(S(=O)(=O)NC2CC(=O)N(c3ccc(C)cc3)C2)cc1 (stereo not given) | -1.2 | i | i
CC(C)(C)c1ccc(OCCCCCCN2CCNCC2)cc1 | -0.9 | i | i
O=C(COC(=O)CN1C(=O)c2cccc([N+](=O)[O-])c2C1=O)NC1CCS(=O)(=O)C1 (stereo not given) | 0.3 | i | i
COC(=O)c1nnn(-c2cc(Cl)cc(Cl)c2)c1C(=O)OC | 1.0 | i | i
CCOCCOC(=O)c1ccc(NC(=O)C2COc3ccccc3O2)cc1 (stereo not given) | -0.2 | i | i
Cc1nc(N)nc(-c2ccccc2O)n1 | -1.4 | i | i
Clc1ccc(OCCn2ccnc2)cc1Cl | -1.6 | i | i
CCOc1ncccc1C(=O)NNC(=O)c1csc(N2CCOCC2)n1 | 0.8 | i | i
CCOC(=O)C1=C(C)N(c2ccc(C)c(C)c2)C(=O)/C1=C\c1ccco1 | -1.6 | i | i
COc1cccc2c1cc1c(=O)n(CC(=O)NCCCN3CCCCC3)nc(C)n12 | 0.0 | i | i

Following part:
SMILES | STK33 kinase inh | CHT PAM | CHT block
Cc1cc(/C=N/NC(N)=S)c(C)n1-c1cccc(Cl)c1 | -4.6 | i | i
CCCOc1ccc(C(=O)NCCO)cc1 | 0.3 | i | i
COc1ccc(/C=N/NC(=O)Cc2csc(Nc3cccc(C(F)(F)F)c3)n2)c(OC)c1 | -0.2 | i | i
CN(C)S(=O)(=O)c1ccc(N2CCCC2)c(C(=O)Nc2nc3ccccc3s2)c1 | -2.4 | i | i
COc1ccc(S(=O)(=O)N2CCCC2CNC(=O)C(=O)NCc2ccc3c(c2)OCO3)cc1 (stereo not given) | -1.3 | i | i
O=C(NCc1ccc(F)cc1)c1ccc2c(c1)S(=O)(=O)c1ccccc1C2=O | 0.5 | i | i
CC(C)(C)C1=NN=C2c3ccccc3C(=O)C21 (stereo not given) | 30.0* | i | i
CCCn1nnnc1NC(=O)c1cc(Cl)ccc1Cl | 0.2 | i | i
CN(C)S(=O)(=O)c1ccc2c(c1)nc(CCC(=O)NCc1ccc(Cl)cc1)n2C | -0.6 | i | i
Cn1nc(C(F)(F)F)c(-c2ccc(Br)cc2)c1NC(=O)c1nccnc1C(=O)O | -2.3 | i | i
CC1CCc2c(sc3ncn(CCO)c(=O)c23)C1 (stereo not given) | -0.2 | i | i
CS(=O)(=O)N1CCC(C(=O)Nc2cccc(Cl)c2Cl)CC1 | -1.6 | i | i
O=C(CN1C(=O)C2C3C=CC(C4CC34)C2C1=O)Nc1cnc2ccccc2c1 (stereo not given) | 0.4 | i | i
O=C(O)/C=C\C(=O)Nc1ccc(F)c(F)c1F | 0.1 | i | i
Cc1c(Cl)cccc1NC(=O)c1cc(-c2ccco2)on1 | -0.7 | i | i
Cn1c(CO)cnc1SCc1c(Cl)cccc1Cl | -0.6 | i | i
COc1ccc(Nc2nnc(SCC(=O)/C=C3/N(C)c4ccccc4C3(C)C)s2)cc1 | -0.4 | i | i
CC1(C(=O)NCc2ccccc2)Oc2ccccc2NC1=O (stereo not given) | 0.6 | i | i
Cn1c2ccccc2c(=O)c2ccc(C#CC3(N)CCCCC3)cc21 | 21.8 | i | i
Cc1ccc(C(CC(=O)O)C2CCOC(C)(C)C2)cc1 (stereo not given) | -0.4 | i | i
Cc1ccc(CNc2nc(-c3cccnc3)nc3ccccc23)cc1 | 0.8 | i | i

Full records as entered above. Values in the order: STK33 kinase inh | CHT PAM | CHT block
O=C(CN1C(=O)C2C3C=CC(C4CC34)C2C1=O)Nc1cnc2ccccc2c1 (stereo not given) is listed with 0.4 | i | i
CCCOc1ccc(C(=O)NCCO)cc1 is listed with 0.3 | i | i

Compound activity from PubChem.
